Rv3671c protease: Rv3671c (M. tuberculosis) protease inhibition. P9WHR9. inhibition, % at 5.96 µM. actives 0.048% (n = 320,000). AID 2606; in the data active = inhibition above about 38%;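 also: extracellular domain of Rv3671c used as enzyme; 0% = enzyme with DMSO and 100% = no enzyme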
Anthrax LF prot: anthrax lethal factor protease inhibition | P15917 | multiplex microsphere protease cleavage assay, LF | inhibition, % at 10 µM | actives 0.12% (n = 360,000) | AID 588501; in the data active = inhibition above about 30%; also: plate controls were buffer without enzyme for full effect and enzyme alone for no effect
Target sequence (P15917 whole entry, looked up): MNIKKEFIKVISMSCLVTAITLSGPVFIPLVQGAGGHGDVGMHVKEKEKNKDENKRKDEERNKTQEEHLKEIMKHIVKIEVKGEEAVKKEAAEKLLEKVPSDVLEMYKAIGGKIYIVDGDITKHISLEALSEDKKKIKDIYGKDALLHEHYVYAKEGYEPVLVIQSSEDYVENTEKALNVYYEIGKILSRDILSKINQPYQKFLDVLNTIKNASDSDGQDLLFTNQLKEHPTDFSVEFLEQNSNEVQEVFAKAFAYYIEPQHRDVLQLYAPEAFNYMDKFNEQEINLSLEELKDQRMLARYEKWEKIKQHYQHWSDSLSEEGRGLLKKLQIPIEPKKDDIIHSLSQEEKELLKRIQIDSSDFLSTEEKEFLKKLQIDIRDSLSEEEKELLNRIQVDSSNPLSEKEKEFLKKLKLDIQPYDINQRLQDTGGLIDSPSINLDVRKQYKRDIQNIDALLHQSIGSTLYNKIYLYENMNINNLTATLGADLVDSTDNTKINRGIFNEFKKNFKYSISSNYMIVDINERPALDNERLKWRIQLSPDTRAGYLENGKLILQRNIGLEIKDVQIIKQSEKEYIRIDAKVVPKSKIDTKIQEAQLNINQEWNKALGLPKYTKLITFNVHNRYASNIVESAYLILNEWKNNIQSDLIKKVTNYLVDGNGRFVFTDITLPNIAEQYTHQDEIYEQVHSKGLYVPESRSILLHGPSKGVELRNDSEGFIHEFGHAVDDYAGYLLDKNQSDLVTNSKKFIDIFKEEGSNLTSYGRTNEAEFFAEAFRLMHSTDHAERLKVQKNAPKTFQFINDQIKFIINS
BH1578 lux ind: inducers of Vibrio cholerae quorum light production without autoinducers; V. cholerae BH1578 lux reporter, luminescence, 6 h; activation, % at 18.7 µM; actives 0.16% (n = 350,000); AID 588436; in the data active = activation mostly above about 9.7%, no sharp cut-off; also: not every result past the cut was called active; inactives centre near 0; reference of the scale not given here
DUSP3 inh: blocks human VHR1 dual specificity phosphatase | actives 0.52% (n = 290,000) | AID 1654 | inhibition, % at 13.3 µM | P51452 | recombinant VHR phosphatase, pNPP absorbance; in the data active = inhibition above about 50%; also: some compounds called inactive have numbers as strong as hits
Target sequence (P51452 whole entry, looked up): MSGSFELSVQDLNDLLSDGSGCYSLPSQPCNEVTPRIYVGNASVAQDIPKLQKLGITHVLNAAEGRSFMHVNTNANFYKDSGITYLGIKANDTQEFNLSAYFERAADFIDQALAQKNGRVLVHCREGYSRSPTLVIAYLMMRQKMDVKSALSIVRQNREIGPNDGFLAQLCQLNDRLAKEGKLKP
SARS 3CLpro inh: SARS-CoV 3CLpro protease inhibition | recombinant SARS-CoV 3CLpro, quenched FRET peptide cleavage | AID 1706 | P0C6X7 | inhibition, % at 6 µM | actives 0.14% (n = 290,000); in the data active = inhibition above about 12%
Y pestis TopoI: inhibitors of Yersinia pestis topoisomerase I; Y. pestis Topo-I cleavage product accumulation, plate reader; activity, % at 10 µM; actives 0.064% (n = 360,000); AID 504884; in the data active = activity above about 50%, passing the limit was not always enough; also: inactives centre near 2
MazEF act: activators of E. coli MazEF toxin-antitoxin RNase; actives 0.32% (n = 350,000); AID 504720; FAM/BHQ RNA-DNA oligo cleavage fluorescence, 5 h; P0AE70; activation, % at 20 µM; in the data active = activation above about 50%
TcdB inh: inhibitors of Clostridioides difficile toxin B glycohydrolase. actives 0.24% (n = 350,000). inhibition, % at 9.99 µM. TcdB glycohydrolase enzymatic assay, plate reader. P18177; in the data active = inhibition above about 10%
PfHsp40 rescue: rescue of PfHsp40-mediated yeast toxicity; S. cerevisiae expressing PfHsp40, growth rescue, ATP luminescence; growth rescue, % at 12.5 µM; actives 0.68% (n = 340,000); AID 504582; in the data active = growth rescue above about 28%, passing the limit was not always enough;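 also: yeast W303a lacking pdr1 and pdr3 grown in galactose medium; growth measured after three days at 30 °C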
PriA SSB inh: K. pneumoniae PriA-SSBct interaction inhibition; AlphaScreen SSBct-PriA binding, biotinylated peptide; inhibition, % at 33 µM; actives 0.6% (n = 430,000); in the data active = inhibition mostly above about 37%, no sharp cut-off; inactive = mostly below about 20%;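 also: plate controls were negative control peptide for no effect and reference peptide for full effect; strong numbers were not always called active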
Active calls of the source: *; i = inactive; · = not tested or not shown; & = joins results of further samples.

structure,Rv3671c protease,Anthrax LF prot,BH1578 lux ind,DUSP3 inh,SARS 3CLpro inh,Y pestis TopoI,MazEF act,TcdB inh,PfHsp40 rescue,PriA SSB inh
Clc1ccccc1CN1CCN(c2ncccn2)CC1,0.0,1.7,-0.4,2.3,-8.4,4.5,-2.6,0.6,2.0,-21.1
O=C(CSc1ccc(Cl)cc1)N1CCN(c2ncc(C(F)(F)F)cc2Cl)CC1,-0.6,-6.8,-0.3,-0.1,0.6,0.7,0.5,·,-0.6,-17.2
Cc1ccc(C(C(=O)NC2CCCC2)N(Cc2cccnc2)C(=O)c2snc(C(N)=O)c2N)o1 (stereo not drawn),-1.0,-6.9,-0.3,-5.9,1.1,-1.0,-0.8,·,-1.0,-5.6
Cc1ccc(NC(=O)N(Cc2cccnc2)Cc2ccco2)cc1C,-5.4,-6.6,-0.2,9.9,-3.9,5.6,0.3,·,-1.5,-4.2
COC(=O)CSc1nnc(-c2ccc(S(=O)(=O)N3CCC(C)CC3)cc2)o1,-0.7,·,-0.3,33.9,-1.1,2.8,4.3,·,1.5,-0.3
CCOc1ccccc1NC(=S)NC(=O)CCCOc1ccc(Cl)cc1Cl,-21.3,-6.9,-0.4,11.6,4.7,-2.4,-15.1,0.0,0.5,3.0
Cc1cc(N2CCN(S(=O)(=O)c3ccc(C)c(C)c3)CC2)c2ccccc2n1,-5.2,-1.1,-0.2,7.8,-1.8,16.8,-4.1,0.9,-1.0,19.8
CC(C)C[C@@H](C(=O)N[C@@H](C(=O)O)c1ccccc1)N1C(=O)N2CCc3c([nH]c4ccccc34)[C@@]2(C)C1=O,-4.0,-6.1,-0.5,4.3,4.6,3.6,-0.6,1.8,1.3,-3.4
COc1ccc(CC(=O)NNC(=O)c2ccncc2)cc1,10.0,1.5,-0.3,-1.8,0.1,-11.4,7.5,0.0,-0.2,-11.4
Cn1c(-c2ccc(Cl)cc2)ccc(C#N)c1=O,0.8,-0.8,-0.7,28.9,0.4,-1.5,-8.1,·,0.9,-15.9
CC(=O)C1=C(O)C(=O)N(c2cccnc2)C1c1ccc([N+](=O)[O-])cc1 (stereo not drawn),-2.9,·,·,-9.8,3.3,·,·,-7.3,·,·
COc1ccc(Cl)cc1C(=O)NNC(=S)NC(=O)/C=C/c1ccco1,0.8,-7.6,i,-3.7,5.0,0.5,-5.1,-2.1,-1.2,2.8
Cc1ccc2nc(-c3ccccc3)nn2c1,·,-3.7,-0.8,·,·,3.0,0.8,1.1,-0.9,-13.6
C=CCOC(=O)C1=C(C)NC(=O)NC1c1ccc(OCC)cc1 (stereo not drawn),-3.6,0.4,i,12.7,-5.6,-2.9,-18.9,0.5,0.1,-2.9
O=C(c1ccc(Cl)cc1)N1C2C=CC(C2)C1(C(F)(F)F)C(F)(F)F (stereo not drawn),8.1,-1.1,i,17.2,-1.5,-0.1,7.6,0.9,-1.6,-12.6
CCOC(=O)C1CCCN(C(=O)c2ccc3c(c2)NC(=O)C(N2CCOCC2)S3)C1 (stereo not drawn),4.3,-1.5,i,5.4,-3.3,1.4,-18.5,·,2.1,-7.7
COc1ccc(C(C)=O)cc1COC(=O)c1cccnc1SC,-9.0,5.5,-1.0,15.5,1.6,6.7,-37.7,2.1,2.1,6.0
COc1ccccc1C1=NC(c2ccc(C)cc2)N=C1C (stereo not drawn),-13.4,-0.4,7.1,18.8,6.7,21.7,1.6,0.6,0.0,-19.2
CC(=O)c1cc(CN2CCC(n3nccc3NC(=O)c3ccccc3C)CC2)cs1,-9.5,1.7,i,58.8*,1.4,1.5,-2.8,1.1,0.2,-8.0
C=CCOn1c(C)c(C(C)=O)c2c3no[n+]([O-])c3ccc21,4.0,6.1,-0.5,11.8,-12.0,-3.7,6.3,·,0.3,2.5
CCCCCCOC(=O)CCc1c(C)nc(N)[nH]c1=O,-4.5,-1.6,i,52.3*,-0.3,-0.2,0.2,·,-1.0,-4.6
CCOC(=O)CNC(=O)CSc1nc2cccnc2n1Cc1ccccc1,-2.4,-1.2,i,5.0,-3.5,2.2,-2.1,·,-0.6,-9.2
O=C(NCc1ccco1)/C(=C/c1ccco1)NC(=O)c1ccc(Br)o1,9.7,1.1,-0.2,-1.6,-1.0,2.3,7.1,-2.0,-0.2,-11.1
CCOc1ccc(C(=O)NCC(=O)NCCCn2nc(C)cc2C)cc1OCC,-1.9,1.5,0.4,-6.9,1.4,-6.9,-3.4,3.5,-0.8,0.3
COc1ccccc1CNC(=O)COc1ccc(C)cc1,-5.0,4.1,-0.6,21.9,-1.2,2.8,2.3,0.5,-0.1,-9.1
COc1ccc(CNS(=O)(=O)c2cc3c4c(c2)CCN4C(=O)CC3)cc1,·,-0.1,-1.8,·,·,-4.1,6.9,-1.4,-0.1,-1.0
CC(C)(C)C(=O)Nc1ncccc1C(O)c1cccc(C(F)(F)F)c1 (stereo not drawn),0.3,-0.9,i,18.8,-3.4,0.3,6.9,1.6,0.4,-6.7
C=Cn1cc(CNC[C@H]2O[C@@H](n3ccc(N)nc3=O)[C@H](O)[C@@H]2O)c(C)n1,·,-1.1,-0.4,·,·,0.8,8.4,0.2,·,·
CCOC(=O)c1ccc(-c2ccc3ncnc(N(C)Cc4sccc4C)c3c2)o1,·,10.7,1.1,·,·,11.5,·,-2.0,·,·
C=CCNC(=O)c1c(CSc2ccccc2)noc1C(=O)NCc1ccccc1,-4.1,6.5,i,-15.5,·,9.3,4.1,-0.8,3.1,-5.3
COc1cc2c3c(c1OC)-c1cc4c(cc1CC3(C#N)N(C(=O)c1ccccc1)CC2)OCO4 (stereo not drawn),·,-5.1,i,·,·,-4.4,-0.1,7.0,1.5,-9.3
CCNC(=S)N1CCc2cc(OC)c(OC)cc2C1COc1ccccc1OC (stereo not drawn),0.2,-5.2,-2.3,1.5,1.2,9.5,6.0,-0.3,-0.2,12.8
O=C(C[n+]1cc(Br)cc2ccccc21)c1ccc(F)cc1,5.9,36.5*,i,20.1,0.7,4.9,3.0,0.8,0.9,4.9
c1cncc(-c2nc3ccccc3[nH]2)c1,0.3,0.8,-0.9,-7.7&26.1,-1.1&5.2,1.6,13.5,·,-0.1,2.0&-3.5
Cc1cc(NC(=O)C2CC2)ncc1NC(=O)C12CC3CC(CC(C3)C1)C2,-8.3,-3.8,i,4.2,-0.8,2.6,-1.0,·,-0.6,-12.3
CCCCN(Cc1cc2ccccc2[nH]c1=O)S(C)(=O)=O,-1.2,1.4,-5.9,-20.2,-2.5,6.1,-0.9,·,-1.5,-6.3
Cc1ccc(S(=O)(=O)N2CCC3(CC2)OCCN3S(=O)(=O)c2c(C)cc(C)cc2C)cc1,-11.4,-8.7,i,·,·,14.6,-3.5,-0.3,0.1,-0.1
CN(C)c1ccc(CN(C(=O)c2ccccc2Br)C2CCS(=O)(=O)C2)cc1 (stereo not drawn),5.8,1.2,-0.5,-3.0,4.2,11.3,4.9,-4.5,-1.0,-0.1
CC(C)CNP(=S)(c1ccccc1)C(C)(C)C (stereo not drawn),0.0,-9.0,-0.3,13.3,-5.3,-8.5,6.9,0.2,-1.3,-18.4
CC(C)CC1Nc2ncnc(N3CCN(c4ccccn4)CC3)c2N(Cc2ccc(Br)cc2)C1=O (stereo not drawn),-8.0,2.4&-4.3,-0.8,·,·,1.2,-7.0,-0.4,0.4,29.5
O=C1C2CCCN2C(c2ccccc2)N1c1nccs1 (stereo not drawn),3.7,0.7,i,0.0,-1.1,-5.7,-4.0,·,-1.1,-2.5
CC(C)CCNC(=O)C1CC(=O)N(C2CCCC2)C1 (stereo not drawn),2.0,1.6,1.0,20.8,2.2,-0.9,0.1,·,-0.6,-0.5
OC[C@@H]1CN(Cc2ccccc2)C[C@H](n2cnc3c(NCc4ccncc4)ncnc32)O1,·,-2.0,i,·,·,2.2,·,2.6,·,·
COc1ccc(NC(=O)CCc2ccccc2)cc1S(=O)(=O)N1CCOCC1,2.5,·,i,·,·,-5.6,2.0,0.6,0.1,-8.4
CC(=O)NS(=O)(=O)c1ccc(NC(=O)CC(C)c2ccccc2)cc1 (stereo not drawn),-12.8,3.8,-0.6,9.3,0.1,11.3,7.0,1.2,-1.0,-10.8
O=C(Oc1ccc2[nH]cc(CCN3C(=O)c4ccccc4C3=O)c2c1)c1ccco1,-10.7,-5.8,i,15.3,1.5,-9.1,8.3,0.9,1.5,15.0
OCCNCCOc1ccccc1F,-7.7,0.4,i,2.6,-3.6,-6.6,-0.7,·,2.0,-7.3
Cc1ccc2c(c1)[C@H]1[C@H](CO2)[C@H](c2ccccc2)[C@]2(C)C(=O)Nc3cc(F)c(F)cc3C(=O)N12,-47.4,2.5,-0.2,·,·,12.1,1.4,1.8,3.0,8.2

Another view of 6 compounds above:
Values run as follows: Rv3671c protease, Anthrax LF prot, BH1578 lux ind, DUSP3 inh, SARS 3CLpro inh, Y pestis TopoI, MazEF act, TcdB inh, PfHsp40 rescue, PriA SSB inh
CCOc1ccc(C(=O)NCC(=O)NCCCn2nc(C)cc2C)cc1OCC
→ -1.9, 1.5, 0.4, -6.9, 1.4, -6.9, -3.4, 3.5, -0.8, 0.3
Cc1ccc(S(=O)(=O)N2CCC3(CC2)OCCN3S(=O)(=O)c2c(C)cc(C)cc2C)cc1
→ -11.4, -8.7, i, ·, ·, 14.6, -3.5, -0.3, 0.1, -0.1
O=C(CSc1ccc(Cl)cc1)N1CCN(c2ncc(C(F)(F)F)cc2Cl)CC1
→ -0.6, -6.8, -0.3, -0.1, 0.6, 0.7, 0.5, ·, -0.6, -17.2
CC(=O)c1cc(CN2CCC(n3nccc3NC(=O)c3ccccc3C)CC2)cs1
→ -9.5, 1.7, i, 58.8*, 1.4, 1.5, -2.8, 1.1, 0.2, -8.0
COc1ccc(NC(=O)CCc2ccccc2)cc1S(=O)(=O)N1CCOCC1
→ 2.5, ·, i, ·, ·, -5.6, 2.0, 0.6, 0.1, -8.4
Cc1ccc(NC(=O)N(Cc2cccnc2)Cc2ccco2)cc1C
→ -5.4, -6.6, -0.2, 9.9, -3.9, 5.6, 0.3, ·, -1.5, -4.2

The list goes on.
structure,Rv3671c protease,Anthrax LF prot,BH1578 lux ind,DUSP3 inh,SARS 3CLpro inh,Y pestis TopoI,MazEF act,TcdB inh,PfHsp40 rescue,PriA SSB inh
N#Cc1ccsc1NC(=O)CN1CCN(c2ccccc2O)CC1,-10.9,-2.9,-0.3,29.9,6.7,-3.4,11.4,·,-2.0,-1.4
CCc1nc2ccc(C(=O)Nc3cccc(NS(C)(=O)=O)c3)cn2c1N(C)C(=O)c1cccc(OC)c1,·,0.8,-4.5,·,·,5.7,·,1.8,·,·
CCOc1nc(NCCN2CCOCC2)nc(Nc2ccc(C)cc2)n1,-1.3,-1.8,3.2,31.5,1.3,0.7,-0.9,·,-1.5,-5.2
S=c1nc(Cc2ccc(Cl)cc2)[nH]c2ccccc12,-2.3,4.9,-0.2,23.8,4.3,21.4,-1.4,1.4,1.3,-11.3
COc1ccc(-c2[nH]ncc2CN2CCC(C(=O)c3ccc(F)cc3)CC2)cc1,6.3,·,i,-2.5,3.9,8.1,-0.4,2.7,-1.3,-4.7
C[C@]12CC[C@H](N)CC1=CCC1C2CC[C@@]2(C)C1CC[C@@H]2O (stereo partly drawn),-1.2,-7.6,1.1,·,·,-8.6,-0.1,1.1,-1.0,-7.8
Cc1ccc(NC(=O)CNC(=O)c2ccccc2F)cc1Cl,-15.5,-3.9,i,10.8,3.5,4.0,8.5,·,-0.4,1.3
N#C/C(=C(/O)c1cccc(F)c1)c1nc2ccccc2s1,4.7,-4.7,3.2,3.3,5.5,7.2,-5.3,0.3,-0.3,-2.3

Bioassay records from PubChem BioAssay.

A portion of the library, so the mix of outcomes need not match the whole.
